RAD54 inh = blocks human RAD54 Holliday junction branch migration; Q92698; FAM/BHQ fluorescence; inhibition, % at 10.4 µM; 360,000 compounds, 0.14% hits; AID 602329;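 active = mean normalized replicate activity at least 40 and at least half of replicates scoring 40 or more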;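 note: 0% = median of neutral control wells and 100% = median of positive control wells; inhibitors cause a drop in the FAM fluorescence signal; in these data hits start at about 50%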
PGC1a acetyl inh = lowers PGC1a acetylation signal in U2OS cells; inhibition, % at 15.6 µM; AlphaScreen anti-acetyl-lysine; with virally co-expressed GCN5 acetyltransferase; 350,000 compounds, 0.17% hits; AID 651687;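 active = every replicate shows inhibition of at least 40%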;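 note: 0% = neutral control wells and 100% = positive control wells; some results beyond the cut were filed as inactive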
miR-122 sensor = miR-122 inhibition in Huh7 cells. activation (reporter increase), % at 12.5 µM. Huh7 miR-122 Renilla luciferase sensor, 48 h; neutral wells = 0, positive control = 100. 340,000 compounds, 0.3% hits. AID 602342;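 active = mean replicate activation score at least 90 and every replicate individually at or above 90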;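 note: higher luciferase means less miR-122 activity so hits act as miR-122 inhibitors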
Cneo AK release = causes C. neoformans cell lysis. adenylate kinase release luminescence, 4 h; normalised: neutral wells 0, clomiphene wells 100. lysis activity, % at 15 µM. 360,000 compounds, 0.2% hits;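 active = mean lysis activity across replicates of at least 80%, whatever share of replicates individually reach that level; inactive = mean lysis activity below 80%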
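Schedule: static 4 h at 37 °C with compound, 1 h detection; system: C. neoformans cells; benchmarks: Clomiphene as positive control; buffer or medium: fresh YPD medium; measure: luminescence rise reflecting yeast cell lysis; measured by: luminescent adenylate kinase detection reagent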
RAD52 anneal inh = inhibitors of human RAD52 DNA annealing; P43351; 360,000 compounds, 0.46% hits; inhibition, % at 18.7 µM; recombinant RAD52 DNA annealing, FRET fluorescence; AID 651710;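 active = every replicate showing at least 50% inhibition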
PglD inh = PglD (C. jejuni) enzyme inhibition; 360,000 compounds, 0.098% hits; purified PglD enzyme, DTNB colorimetric CoA detection; inhibition, % at 12.5 µM; AID 602405; in the data active = inhibition above about 16%, passing the limit was not always enough; note: strong numbers were not always called active
ERAP1 HTS inh = inhibitors of human ERAP1 aminopeptidase | Q9NZ08 | recombinant ERAP1, Leu-AMC fluorescence, 60 min | inhibition, % at 10.7 µM | 340,000 compounds, 0.15% hits | AID 652197;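 active = mean replicate inhibition of at least 30%, or all replicates individually reaching that 30% level; inactive = mean below 30% and not every replicate reaching it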;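 note: 0% = neutral control wells and 100% = L-leucinethiol positive control wells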
Target sequence (Q9NZ08 whole entry, looked up): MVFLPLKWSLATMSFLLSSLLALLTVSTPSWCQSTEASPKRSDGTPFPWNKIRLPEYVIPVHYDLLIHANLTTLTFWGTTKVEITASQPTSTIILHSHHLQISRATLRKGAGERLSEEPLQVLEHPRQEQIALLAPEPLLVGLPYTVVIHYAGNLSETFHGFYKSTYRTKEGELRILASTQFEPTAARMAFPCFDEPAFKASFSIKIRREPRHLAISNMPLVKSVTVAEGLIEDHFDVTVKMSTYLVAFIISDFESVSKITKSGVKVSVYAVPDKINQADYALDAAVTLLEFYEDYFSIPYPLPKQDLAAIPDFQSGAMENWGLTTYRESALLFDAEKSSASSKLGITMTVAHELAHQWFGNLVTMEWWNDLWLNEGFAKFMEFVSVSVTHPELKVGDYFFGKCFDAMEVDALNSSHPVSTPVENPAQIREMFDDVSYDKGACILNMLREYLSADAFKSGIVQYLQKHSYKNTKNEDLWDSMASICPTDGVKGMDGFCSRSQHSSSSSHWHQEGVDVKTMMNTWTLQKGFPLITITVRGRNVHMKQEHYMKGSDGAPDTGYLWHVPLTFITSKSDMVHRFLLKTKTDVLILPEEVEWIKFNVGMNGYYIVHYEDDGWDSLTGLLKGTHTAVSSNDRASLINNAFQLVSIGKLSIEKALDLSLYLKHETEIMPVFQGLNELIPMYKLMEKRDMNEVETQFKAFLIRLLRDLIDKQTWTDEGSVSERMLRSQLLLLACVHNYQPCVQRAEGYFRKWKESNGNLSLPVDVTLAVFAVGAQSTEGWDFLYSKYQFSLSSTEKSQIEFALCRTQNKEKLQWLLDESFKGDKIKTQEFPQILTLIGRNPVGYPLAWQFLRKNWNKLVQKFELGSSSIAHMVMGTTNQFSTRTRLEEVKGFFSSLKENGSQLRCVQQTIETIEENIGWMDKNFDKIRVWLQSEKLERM
E-sel inducer = E-selectin induction on HUVECs | P16581 | HUVEC E-selectin immunofluorescence imaging; normalized: neutral wells 0, TNF-alpha wells 100 | activation, % at 7.58 µM | 260,000 compounds, 0.37% hits;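 active = mean E-selectin-positive cell signal at least 10% of the positive control, reached in at least 60% of replicates, without over 20% cell loss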;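 note: in these data hits start at about 27%; measured in HUVEC primary endothelial cells; signal is the percent of cells scored E-selectin positive by PE staining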
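Test system – human umbilical vein endothelial cells (HUVEC), E-selectin induction · Input – 3,000 HUVEC seeded per well · Buffer or medium – EGM-2, gelatin · Compound dosing – single-point compound dose · Detection – immunofluorescence imaging · Measure – percent E-selectin-positive cells · Controls – TNF-alpha high, DMSO low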
Numbers without * were called inactive; nt = no result given; & = joins results of further samples; [ ] = dose if it differs, or a comment.

SMILES | RAD54 inh | PGC1a acetyl inh | miR-122 sensor | Cneo AK release | RAD52 anneal inh | PglD inh | ERAP1 HTS inh | E-sel inducer
CC(C)NC(=O)Nc1ccc2c(c1)C(=O)N([C@@H](C)CO)C[C@H](C)[C@@H](CN(C)S(=O)(=O)c1ccc(Cl)cc1)OCCCC[C@H](C)O2 | -2 | 0 | 26[16.7 µM] | 75 | -23 | -3 | -5 | nt
C[C@@H]1CN([C@@H](C)CO)C(=O)c2cc(NS(=O)(=O)c3cccs3)ccc2O[C@H]1CN(C)Cc1ccncc1 | 4 | -3 | -10[16.7 µM] | 1 | -6 | -2 | 0 | -2.7
Cc1c(C(=O)N(C)CCC#N)oc2ccc(S(=O)(=O)N3CC(C)CC(C)C3)cc12 (configuration not stated) | 9 | -4 | -9 | 1 | -15 | 4 | -3 | nt
O=C(C1CCC(=O)N(C2CC2)C1)N(CCO)Cc1ccccc1 (configuration not stated) | -4 | -9 | -2 | 9 | -7 | -3 | 1 | 0.1
O=C(O)CCc1nc2ccccc2n(CCc2ccccc2)c1=O | -9 | -1 | 0 | 1 | nt | 4 | nt | nt
CC(=O)Nc1ccc(S(=O)(=O)Nc2nnc(C(C)C)s2)cc1 | 2 | 6 | 1 | 2 | nt | 2 | nt | nt
CCOC(=O)[C@H]1[C@H]2COc3ccc(Br)cc3[C@@H]2N2C(=O)c3cc(Br)ccc3NC(=O)[C@@]12C | 0 | 13 | -3 | 4 | -15 | -1 | -2 | -0.1
Cc1cccc(-c2nc3c(c(SCC(=O)N(C)C)n2)CCCC3)c1 | -2 | -9 | -1 | 3 | nt | -4 | nt | nt
COc1cccc(CN(C)CC(=O)Nc2ccccc2C(C)C)c1 | nt | -8 | nt | nt | 4 | nt | 3 | 0.1
C[C@@H]1CN([C@@H](C)CO)C(=O)Cc2cc(NC(=O)Nc3ccc4c(c3)OCO4)ccc2O[C@@H]1CN(C)C(=O)NC1CCCCC1 | 0 | nt | nt | 2 | -19 | -4 | 3 | -0.2&0.0
COc1ccccc1N1CCN(C2CCCN(C(=O)CCn3cncn3)C2)CC1 (configuration not stated) | 3 | -7 | 4 | 4 | -4 | 0 | 0 | nt
CC1=C(C(=O)Nc2ccccc2)C(c2ccco2)NC(=S)N1 (configuration not stated) | 11 | nt | 2 | 0 | nt | 0 | nt | nt
Cc1ccc(C2(C)NC(=O)N(CC(=O)Nc3ccc4c(c3)OCO4)C2=O)cc1 (configuration not stated) | 0 | 34 | 1 | 0 | nt | -4 | nt | nt
Cc1ccc(-n2c(SCC(=O)OC(C)C)nnc2-c2ccncc2)cc1 | 1 | -5 | -2 | 1 | nt | -5 | nt | nt
Cc1ccc(OCCSc2nc3ccccc3n2CC(=O)O)cc1 | -8 | 17 | -2 | 0 | 0 | 0 | 4 | nt
COc1cccc(NC(=O)CN(C)C(=O)C(CCSC)NC(=O)c2ccco2)c1 (configuration not stated) | 6 | 2 | 3 | -1 | -3 | 3 | 2 | nt
Cc1ccc(C)c(Cn2c3ccccc3c3cnn(CC(=O)NCCCN4CCCCC4)c(=O)c32)c1 | 0 | 5 | 3 | 0 | 10 | -6 | -4 | nt
CC(=O)C1=C(O)C(=O)N(Cc2ccccc2)C1c1ccc(N(C)C)cc1 (configuration not stated) | -4 | nt | -1 | 1 | -20 | 2 | 0 | 1.9
CCC(=O)Nc1ccc2c(c1)C(=O)N(C)[C@@H]1CC[C@H](CC(=O)N[C@H](C)c3ccccc3)O[C@H]1CO2 | 14 | 6 | -5[16.7 µM] | -2 | 15 | 1 | 2 | 0.0
CCOc1ccc(NC(=O)c2nccnc2CO)cc1 | -4 | 2 | -3 | -8 | nt | -2 | nt | nt
N#Cc1ccccc1S(=O)(=O)N1CCN(C(=O)c2cccc(S(=O)(=O)N3CCCC3)c2)CC1 | -16 | 4 | 2 | -2 | -6 | 1 | 3 | 1.4
COc1ccc(S(=O)(=O)Nc2ccc3c(c2)C(=O)N([C@@H](C)CO)C[C@@H](C)[C@H](CN(C)Cc2ccc4c(c2)OCO4)OCCCC[C@H](C)O3)cc1 | 1 | -4 | -12[16.7 µM] | 4 | 18 | -1 | -2 | 1.1
CCN1CCN(C(=O)c2ccccc2N(Cc2ccccc2)S(C)(=O)=O)CC1 | -3 | 12 | 7 | -5 | nt | 4 | nt | nt
CN(C)C(=O)C[C@@H]1CC[C@H](NC(=O)C2CCC2)[C@@H](CO)O1 | -3 | -7 | nt | 8 | 1 | 2 | -1 | -0.1
O=C(O)CCC/C=C\C[C@@H]1[C@@H](/C=C/[C@@H](O)COc2cccc(Cl)c2)[C@H](O)C[C@@H]1O | -9 | 2 | 3 | -4 | -9 | -3 | 1 | 1.8
COc1ccccc1NC(=O)c1ccccc1NS(C)(=O)=O | -10 | -2 | -1 | 10 | nt | 4 | nt | nt
O=C1c2ccccc2C(Nc2ccc(Cl)cn2)N1c1cccnc1 (configuration not stated) | -10 | nt | 5 | -5 | 8 | 5 | -1 | nt
Cc1ccc(C(=O)Nc2ccc(F)c(S(=O)(=O)N3CCOCC3)c2)s1 | 2 | nt | nt | -4 | -11 | 3 | 1 | 1.9
COc1ccc2c(c1)C(=O)CCC2c1ccccc1 (configuration not stated) | 6 | nt | nt | 0 | 1 | 7 | -3 | -0.1
O=C(O)c1ccccc1C(=O)N1CC=C(c2ccccc2)CC1 | 9 | -17 | -8 | -3 | nt | -2 | nt | nt
CC(=O)N1CCN(c2ccc([N+](=O)[O-])c(-n3nc(C)cc3C)c2)CC1 | 4 | 1 | -9 | 1 | -10 | -4 | 2 | -2.4
C[C@H]1COC(=O)[C@@H](Cc2ccc(F)cc2)C/C=C\C[C@@H](CC(=O)NCCO)C(=O)N1 | -5 | 6 | -5 | 1 | -9 | 0 | 1 | 0.0
C[C@@H]1CN([C@@H](C)CO)C(=O)c2cc(C3=CCCC3)cnc2O[C@@H]1CN(C)C(=O)C1CCOCC1 | -2 | 11 | -2[16.7 µM] | 3 | -1 | -2 | nt | 0.0
Cc1ccc(S(=O)(=O)CC(=O)N2CCN(c3ccc([N+](=O)[O-])cc3)CC2)cc1 | 2 | 4 | -6 | 0 | -22 | 2 | 4 | -0.6
Cc1nc(-c2cccc(NS(C)(=O)=O)c2)cs1 | -4 | 5 | 0 | -2 | -7 | -3 | 2 | nt
O=C(CCN1C(=O)c2ccccc2S1(=O)=O)Nc1ccc(F)cc1F | 7 | nt | -5 | 1 | 2 | -3 | 2 | -3.6
Nc1nonc1-n1nnc(C(=O)N/N=C/c2ccncc2)c1-c1cccs1 | -12 | -10 | -5 | -2 | 7 | 0 | -3 | nt
COc1cc(NC(=S)NC(=O)C(C)C)ccc1NC(=O)c1cc2ccccc2o1 | -10 | -3 | -3 | 1 | -11 | -4 | 5 | 6.0
C[C@@H]1CN([C@@H](C)CO)S(=O)(=O)c2ccc(-c3ccncc3)cc2O[C@@H]1CN(C)C(=O)C1CC1 | -2 | -3 | 2[16.7 µM] | -3 | 15 | 2 | -4 | -0.3
COc1cccc(NC(=S)NC(=O)/C=C/c2ccc(F)cc2)c1 | 2 | -1 | -5 | 2 | -12 | -1 | 7 | -0.1

In the list so far, 3 have an aryl thioether with sulfur outside any ring.
SMILES | RAD54 inh | PGC1a acetyl inh | miR-122 sensor | Cneo AK release | RAD52 anneal inh | PglD inh | ERAP1 HTS inh | E-sel inducer
Cc1cccc(-c2nc3c(c(SCC(=O)N(C)C)n2)CCCC3)c1 | -2 | -9 | -1 | 3 | nt | -4 | nt | nt
Cc1ccc(-n2c(SCC(=O)OC(C)C)nnc2-c2ccncc2)cc1 | 1 | -5 | -2 | 1 | nt | -5 | nt | nt
Cc1ccc(OCCSc2nc3ccccc3n2CC(=O)O)cc1 | -8 | 17 | -2 | 0 | 0 | 0 | 4 | nt

Next entries follow:
SMILES | RAD54 inh | PGC1a acetyl inh | miR-122 sensor | Cneo AK release | RAD52 anneal inh | PglD inh | ERAP1 HTS inh | E-sel inducer
COc1ccc(-n2ccnc2SCC(=O)NCc2ccco2)c(OC)c1 | 9 | 9 | -1 | 1 | -20 | 2 | 2 | 0.2
CCCC(C)NC(=O)c1ccc(F)cc1 (configuration not stated) | -12 | 5 | 3 | -3 | nt | 2 | nt | nt
CCCc1cc(=O)oc2cc3occ(C)c3cc12 | -1 | nt | -1 | 1 | nt | -1 | nt | nt
CCC(=O)Nc1ccc2c(c1)OC[C@H](C)N(C(=O)c1ccccc1F)C[C@@H](C)[C@H](OC)CN(C)C2=O | 4 | nt | 1[16.7 µM] | -7 | -10 | 1 | 0 | 0.1
Cn1c(N)c(C(=O)COC(=O)/C=C/c2cccc(Br)c2)c(=O)n(C)c1=O | -8 | 4 | -2 | -1 | -10 | -1 | -5 | nt
Cc1ccc(C2(c3noc(CN(C)Cc4cnn(C)c4)n3)CCCC2)cc1 | -4 | -4 | 1 | -2 | -14 | -12 | 5 | nt
C/C(=N\NC(=O)c1ccncc1)c1cccc(NC(=O)c2ccc(C(C)(C)C)cc2)c1 | -1 | nt | 2 | -5 | -1 | 4 | 0 | -0.6
COc1ccccc1-n1cc(-c2ccc(Cl)cc2)[nH]c1=O | 7 | 24 | 3 | 1 | -7 | 0 | 4 | 0.3
COc1ccccc1CNC(=O)COC(=O)c1cccnc1SCC(=O)NCc1ccccc1OC | -1 | -2 | nt | 1 | -43 | 0 | 6 | -0.1
CCc1cccc(CC)c1NC(=O)C(CC)Sc1nc2ccsc2c(=O)n1CCC(=O)O (configuration not stated) | 2 | 0 | 5 | -2 | -8 | -4 | -3 | 0.1
CCOc1ccc(NC(=O)C2CC(=O)N=C(N)S2)cc1 (configuration not stated) | 7 | -7 | -4 | 0 | nt | 2 | nt | nt
O=Cc1c(NC2CCCCC2)c2ccccc2[nH]c1=O | 4 | -4 | 0 | 5 | -3 | 14 | nt | 0.0
O=C(N[C@@H]1CC[C@H](CC(=O)N2CCCCC2)O[C@@H]1CO)c1cccc(F)c1 | -4 | 1 | nt | -17 | 2 | 0 | -4 | 0.8
N#C/C(=C\c1cccs1)C(=O)Nc1nccs1 | nt | 11 | 4 | nt | -10 | nt | 6 | nt
C[C@H](CO)N1C[C@H](C)[C@H](CN(C)C(=O)CN2CCOCC2)Oc2ncc(C3=CCCC3)cc2C1=O | -2 | 5 | 10[16.7 µM] | 1 | -14 | -2 | -1 | 0.2
COCCNc1nc2sc3c(c2c(=O)n1Cc1ccco1)CCCCC3 | -6 | -5 | -10 | -3 | -16 | 3 | -1 | 0.7
C/C=C/c1ccc(C2[C@@H]3CN(S(=O)(=O)c4ccccc4)C[C@H]2N3)cc1 (some centres not stated) | nt | -20 | nt | nt | 21 | nt | 3 | 0.0
CSc1nc2c(c(=O)[nH]1)C(c1ccccc1Cl)CC(=O)N2 (configuration not stated) | nt | -3 | -5 | nt | -7 | nt | -2 | nt
Fc1ccccc1Nc1nc(N2CCOCC2)nc(N2CCOCC2)n1 | -4 | 3 | 4 | -3 | -5 | 4 | 2 | nt
COCc1cc(=O)[nH]c(-c2ccc(C(F)(F)F)cc2)n1 | 11 | 2 | 2 | 1 | -20 | 5 | nt | 3.1
CC(C)(C)c1ccc(NC(=O)N2CCN(c3ccc([N+](=O)[O-])cn3)CC2)cc1 | nt | -191 | nt | nt | -2 | nt | -6 | 3.8
COCCCN=Cc1c(-c2ccccc2)[nH]n(-c2nc3ccccc3s2)c1=O | 4 | -14 | 10 | 1 | -42 | 8 | nt | -0.6

Assay outcomes: PubChem, Broad Institute
